Screening results as filed in PubChem.
TRPN1 ag: zebrafish TRPN1 (NompC) channel agonism | AID 1424 | HEK293 zebrafish TRPN1-YFP, Fluo-8 calcium fluorescence; 100% = response to 87 µM carbachol | activation, % at 3 µM | 0.18% of 220,000 active;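 active = activation above its plate's cutoff, the mean activation of test wells on that plate plus 3 SD, cut at about 19% in these data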;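 note: 0% = DMSO alone and 100% = 87 µM carbachol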
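Control set: carbachol 87 µM as high control, DMSO as low control; system: HEK293 stable line with zebrafish TRPN1-YFP; read-out: % activation versus carbachol response; detection: intracellular calcium fluorescence with Fluo-8; doses: single test compound dose, 3 µM nominal, 0.3% DMSO; schedule: dye 1 h 37 °C plus 30 min RT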
PPC-1+TRAIL kill: compounds killing PPC-1 cancer cells with TRAIL present (potentiator screen, no TRAIL-free arm). PPC-1 cells + TRAIL, ATPLite viability luminescence. cell killing (% activity), % at 4 µM. 0.41% of 220,000 active. AID 1443;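 active = cell killing above 50% in the first pass at 4 µM, then a duplicate retest at 5 µM averaging 50% or more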;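 note: plate controls were cells with TRAIL plus DMSO for no effect and medium-only wells lacking cells for full effect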
thrombin 1536: blocks human thrombin protease activity. P00734. alpha-thrombin, Boc-VPR-AMC fluorogenic substrate cleavage. inhibition, % at 5 µM. 0.26% of 220,000 active;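 active = inhibition at or above 40%; inactive = inhibition below 40%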;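 note: 0% = enzyme with no compound and 100% = wells without enzyme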
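System – human alpha-thrombin protein · Reagent – Boc-VPR-AMC substrate, 15 µM final · Compound – 5 µM single dose in 0.2% DMSO · Schedule – reaction at room temperature · Technique – AMC fluorescence at 355 nm excitation and 460 nm emission · Read-out basis – % inhibition relative to enzyme controls and enzyme-free blanks · Control set – no-compound enzyme wells and no-enzyme blanks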
EBV gp42 inh: EBV gp42 inhibition; AID 1085; Fluorescence polarization binding assay, mP read-out; 0.42% of 220,000 active; Q1HVG2; inhibition, % (tested at 21.74 µM); in the data active = inhibition above about 50%
TRPML3 ag: agonists of human TRPML3 channel | activation, % at 3 µM | Q8TDD5 | AID 1448 | 0.29% of 220,000 active | HEK293 TRPML3-YFP, Fluo-8 calcium fluorescence; 100% = the carbachol control signal;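 active = activation above its plate's cutoff, the mean activation of the plate's test wells plus 3 SD, cut at about 12% in these data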;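 note: 0% = DMSO only wells and 100% = carbachol wells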
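system = HEK293 cells stably carrying human TRPML3-YFP | doses = one concentration, 3 µM nominal, 0.3% DMSO | timing = dye loading 1 h 37 °C then 30 min ambient, 125 s read | detection = Fluo-8 calcium dye fluorescence, ex 470-495, em 515-575 nm | benchmarks = high control carbachol 87 µM, low control DMSO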
Furin inhibitor: blocks human furin protease activity; 0.061% of 220,000 active; AID 463115; inhibition, % at 30 µM; purified furin, fluorogenic substrate cleavage; P09958; in the data active = inhibition above about 25%; note: inactives centre near -15
KCC2 mod: modulators of human KCC2 chloride dependent transport. KCC2 cells, thallium flux FluoZin-2 fluorescence. B-score of Tl+ flux slope (higher = more flux/activation; lower = inhibition) at 10 µM. 2.2% of 190,000 active;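 active = thallium flux slope and its plate-corrected score both differing from the plate sample mean at a set confidence after two filtering rounds, in either direction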;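 note: slope of fluorescence scaled to starting intensity during 10 to 20 s after thallium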
Target sequence (Q9H2X9 whole entry, looked up): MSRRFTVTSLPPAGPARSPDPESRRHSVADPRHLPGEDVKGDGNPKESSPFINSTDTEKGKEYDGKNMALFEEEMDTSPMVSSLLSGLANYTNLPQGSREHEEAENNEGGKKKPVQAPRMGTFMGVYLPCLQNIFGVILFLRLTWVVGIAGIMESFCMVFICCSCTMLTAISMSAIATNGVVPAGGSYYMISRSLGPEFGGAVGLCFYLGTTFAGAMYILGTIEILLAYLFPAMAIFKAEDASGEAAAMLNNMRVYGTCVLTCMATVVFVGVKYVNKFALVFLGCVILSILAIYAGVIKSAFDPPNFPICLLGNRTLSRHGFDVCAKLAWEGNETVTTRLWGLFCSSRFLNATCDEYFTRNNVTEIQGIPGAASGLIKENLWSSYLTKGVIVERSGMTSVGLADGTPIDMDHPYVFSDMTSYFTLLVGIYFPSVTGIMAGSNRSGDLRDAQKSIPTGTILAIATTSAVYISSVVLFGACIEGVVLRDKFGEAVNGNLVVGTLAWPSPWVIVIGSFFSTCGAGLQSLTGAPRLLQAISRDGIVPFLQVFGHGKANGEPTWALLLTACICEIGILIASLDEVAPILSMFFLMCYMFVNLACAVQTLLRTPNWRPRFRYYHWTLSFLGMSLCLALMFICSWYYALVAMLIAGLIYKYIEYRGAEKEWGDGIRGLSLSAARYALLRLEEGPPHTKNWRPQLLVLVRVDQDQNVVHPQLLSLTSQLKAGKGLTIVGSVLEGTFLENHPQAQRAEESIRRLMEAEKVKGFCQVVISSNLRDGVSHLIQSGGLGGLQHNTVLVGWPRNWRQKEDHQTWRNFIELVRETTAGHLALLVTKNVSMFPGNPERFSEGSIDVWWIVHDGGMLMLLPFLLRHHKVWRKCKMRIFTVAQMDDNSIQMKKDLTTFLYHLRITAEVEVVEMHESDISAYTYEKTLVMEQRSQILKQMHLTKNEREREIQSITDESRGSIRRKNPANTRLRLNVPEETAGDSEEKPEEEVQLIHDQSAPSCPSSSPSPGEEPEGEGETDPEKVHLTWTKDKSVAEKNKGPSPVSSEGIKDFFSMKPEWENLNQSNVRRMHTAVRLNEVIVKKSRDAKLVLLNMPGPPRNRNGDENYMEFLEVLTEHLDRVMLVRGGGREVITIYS
Tb hexokinase: blocks Trypanosoma brucei hexokinase 1 activity; 0.11% of 220,000 active; inhibition, % at 10 µM; recombinant TbHK1, G6PDH-coupled NADH A340;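 active = inhibition of 50% or more in the single-dose primary screen; inactive = inhibition below 50%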
Calpain2 inh: blocks pig calpain II enzyme activity; purified calpain II, fluorogenic peptide substrate, 30 min; inhibition, % at 16 µM; 0.37% of 220,000 active;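 active = inhibition above about 50%, limit read from the data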
* marks the source's active call; other numbers are inactive results; i = inactive; · = no result given; [ ] = another dose, or the depositor's remark.

Values run as follows: TRPN1 ag, PPC-1+TRAIL kill, thrombin 1536, EBV gp42 inh, TRPML3 ag, Furin inhibitor, KCC2 mod, Tb hexokinase, Calpain2 inh
Cc1ccc2nc(Cl)c(/C=N/NC(=O)c3ccccc3O)cc2c1
    1.5, 9, -2, -17, 1.4, -21, -1.1, -6, -200
COc1ccc(OC)c(/C=N/NC(=O)c2cc3c(OC)cccc3[nH]2)c1
    -0.3, 11, -1, -2, -0.5, -14, -0.57, -13, -37
CC1CCN(C(=O)COC(=O)c2cc3ccccc3cc2O)CC1
    1.0, 16, -1, 7, -0.1, -13, -1.1, 0, 7
CC(C)(C)c1ccc(C(=O)CCCSC2=C(C#N)C(c3ccco3)C3=C(CCCC3=O)N2)cc1 (stereo not drawn)
    -0.3, 1, 4, -20, 0.1, -13, ·, -6, -1
N#CC(=C1CCCC1)c1nc(-c2ccc(Cl)cc2)cs1
    -0.6, -11, -6, -9, 0.0, -8[20 µM], -0.64, 7, -1
CC(=O)[C@H]1[C@H](c2cccc(Cl)c2)C(C#N)(C#N)[C@@H]2c3ccccc3C=CN21
    1.2, 10, -7, 22, -0.3, 7, 0.63, -11, -90
CS(=O)(=O)Nc1ccc(C(=O)N2CCCC2)cc1
    -0.8, 26, 1, -5, 0.8, -20[20 µM], -0.041, 47, -19
COc1ccc(CC(=O)N2CCCC(CNC(=O)c3ccccc3Cl)C2)cc1 (stereo not drawn)
    0.0, 9, -5, -20, 0.7, -16, 0.38, -8, 9
N#CC1=C(N)n2c(s/c(=C\c3ccco3)c2=O)=C(C#N)C1c1ccco1 (stereo not drawn)
    0.6, 11, 2, -3, 0.3, -19[20 µM], 0.82, -8, 7
CCc1ccc(NS(=O)(=O)c2ccc3[nH]c(=O)[nH]c3c2)cc1
    -0.4, 22, -9, -16, 0.5, -6, -0.38, -2, 2
COc1cccc(/C=C2\SC(=S)N(C(Cc3ccccc3)C(=O)O)C2=O)c1 (stereo not drawn)
    1.9, 17, -2, 6, 0.0, -12, -2.1, -6, -35
O=C(CCC(=O)Nc1ccccc1)NNC(=O)C(c1ccccc1)c1ccccc1
    -1.8, 8, -2, -21, -0.3, -19, -0.031, 3, -1
CCCCOc1ccccc1C1C(C(=O)OC)=CN(CC)C=C1C(=O)OC
    -2.3, 24, -9, -12, -1.3, -40, 0.72, 0, i
C/C(=C\c1ccccc1)C(=O)c1c(C)cc(C)[nH]c1=O
    -0.3, 8, -26, -4, 1.1, 1, 0.75, -5, -20
Cn1c(=O)[nH]c(=O)c2c1nc(Br)n2CC(O)COc1ccccc1 (stereo not drawn)
    1.1, 29, 5, -13, 0.9, -14[20 µM], -0.17, 5, -40
C#CCOCCOCCOCCNc1nc(N2CCN(C(=O)[C@H]([C@@H](C)CC)n3cc([C@@H](N)CO)nn3)CC2)nc(N2CCN(C(=O)[C@H](CCCCN)n3cc([C@@H](N)C(C)CC)nn3)CC2)n1 (stereo partly drawn)
    1.6, 19, 1, -9, 1.0, -13, 1.2, 6, 15
Cc1cc(NC(=O)CCC(=O)N(CC(=O)NC2CCCC2)Cc2ccccc2Cl)no1
    0.7, -8, 4, -14, 0.8, -18, 0.07, 1, 12
CCCCc1cn([C@@H](CCCCNC(=O)OC(C)(C)C)C(=O)N2CCN(C(=O)OC(C)(C)C)CC2)nn1
    -0.7, 9, -2, -15, -0.1, -27, -0.14, -1, 35
O=C(NCC1COc2ccccc2O1)C1(c2ccccc2)CCCC1 (stereo not drawn)
    -1.2, 7, -13, 13, 0.1, -15, -0.11, 6, 19
CCN(Cc1ccccc1)C(=O)c1ccc(SC)cc1OC
    -3.2, -11, 1, -6, -0.4, -14, -0.04, -2, -1
Cc1ccccc1NC(=S)N(CCN1CCCCCC1)Cc1cccs1
    -1.4, 15, -2, 5, 0.8, -26, 0.23, -8, -3
COC(=O)C1=NN(C(=O)c2cccc(Br)c2)C(O)(c2ccc(Cl)cc2)C1 (stereo not drawn)
    21*, 0, 3, -8, 3.1, -37, 92*, 7, -11
O=C(N/N=C/c1cccc([N+](=O)[O-])c1)c1ccccc1-n1cccc1
    0.1, 3, 3, 4, 0.2, -28, 0.11, -4, 14
O=C(/C=C/c1ccc([N+](=O)[O-])cc1)c1cccs1
    -0.7, 19, -3, -2, 0.3, -33, -0.1, -28, -3
COC(=O)CNC(c1ccccc1)c1cc(Br)ccc1NC(C)=O (stereo not drawn)
    1.8, -2, -8, -3, -0.2, -21, ·, 5, 4
COCCCNC(=O)CCc1nc(-c2ccccc2)no1
    -0.7, -4, -2, -12, 0.5, -23, -0.057, 4, -19
CCC(NC(=O)c1ccccc1NC(=O)c1ccccc1)C(=O)OC (stereo not drawn)
    1.4, 1, 3, 2, 0.5, -18, -1.7, 1, 2
Cc1nn(C)cc1CN(C)C(=O)c1nn2c(c1Br)NC(c1cccs1)CC2C(F)(F)F (stereo not drawn)
    0.5, 17, 0, -11, 0.7, -25, 0.22, -7, 28
Cc1c(NC(=O)c2cc(-n3cnnc3)ccc2Cl)cccc1-c1nc2ccccc2o1
    -1.6, 17, -3, -35, 0.0, -8[20 µM], -0.055, 2, -20
COc1cc(C(=O)Nc2ccc(-c3nnc(-c4ccco4)o3)cc2)cc(OC)c1OC
    -1.1, 8, 2, 2, 0.4, 30*[20 µM], -0.0057, -3, -70

Results in Tb hexokinase and PPC-1+TRAIL kill, for two of the compounds above:
| SMILES | Tb hexokinase | PPC-1+TRAIL kill |
| --- | --- | --- |
| CC(=O)[C@H]1[C@H](c2cccc(Cl)c2)C(C#N)(C#N)[C@@H]2c3ccccc3C=CN21 | -11 | 10 |
| CS(=O)(=O)Nc1ccc(C(=O)N2CCCC2)cc1 | 47 | 26 |

Gathered by group, those above with two or more sulfur atoms.
Values run as follows: TRPN1 ag, PPC-1+TRAIL kill, thrombin 1536, EBV gp42 inh, TRPML3 ag, Furin inhibitor, KCC2 mod, Tb hexokinase, Calpain2 inh
COc1cccc(/C=C2\SC(=S)N(C(Cc3ccccc3)C(=O)O)C2=O)c1 (stereo not drawn)
    1.9, 17, -2, 6, 0.0, -12, -2.1, -6, -35
Cc1ccccc1NC(=S)N(CCN1CCCCCC1)Cc1cccs1
    -1.4, 15, -2, 5, 0.8, -26, 0.23, -8, -3

The results go on.
Values run as follows: TRPN1 ag, PPC-1+TRAIL kill, thrombin 1536, EBV gp42 inh, TRPML3 ag, Furin inhibitor, KCC2 mod, Tb hexokinase, Calpain2 inh
CC12CC3(C)CC(C)(C1)CC(C(=O)NC(=S)N1CCCC1)(C2)C3
    -0.6, ·, -3, 2, 0.6, -18, 7.9*, -1, 28
COc1ccc2c(c1)SCC(=O)N2C
    1.4, 20, 0, -8, 0.4, -16[20 µM], 0.82, 2, -17
O=C(c1cn(-c2ccccc2)nc1-c1ccc(F)cc1)N1CCOCC1
    0.3, 6, 4, -8, 1.0, -17, -0.47, -2, -2
Cc1ccc(O)c(C(=O)c2cnc3c(c2)c(C)nn3-c2ccccc2)c1
    -2.2, 17, -4, -10, 0.0, -4, 0.74, 37, 7
CC(C)[C@@H]1NC(=O)c2cc([N+](=O)[O-])cc(I)c2NCC[C@@H](C(N)=O)NC(=O)[C@H](CO)NC1=O
    0.0, -13, -8, -19, 0.3, -18, -0.18, -6, -42
O=C(Nc1ccccc1NS(=O)(=O)c1ccc(F)cc1)C1CCCC1
    0.3, 25, -4, -7, 0.5, -37, -0.69, -2, 10
Nc1nncn1C(=O)CCc1ccccc1
    -0.3, 21, 56*, -15, 0.2, 15[20 µM], ·, -3, -7
O=C(NC1CCCCC1)C(c1ccco1)N(C(=O)c1csnn1)C1CCCC1 (stereo not drawn)
    0.2, 4, 0, 0, -0.3, -7, ·, -3, -16
COc1ccccc1Nc1nc(N)nc(CN2CCCCC2)n1
    0.7, 20, 2, 8, 0.8, -12, -0.96, 1, 4
COc1ccc(C2(C(=O)NCCN3CCOCC3)CCOCC2)cc1
    1.1, -2, -8, -10, 0.7, -28, ·, -7, -9
COc1ccccc1C(=O)Nn1c(-c2cccs2)nc2ccccc2c1=O
    -0.5, 16, -3, -14, -0.2, -18, 0.028, -20, -1
O=C(CN1CCCCC1)N1CCCc2c1c(=O)oc1ccc(OCc3ccccc3)cc21
    -1.0, 18, -6, 2, 0.8, -18[20 µM], -1.3, -11, -79
O=C(O)C1Nc2c(C(=O)N3CCOCC3)cccc2C2C=CCC12 (stereo not drawn)
    1.0, 11, 4, -3, 1.1, -16, ·, -1, -33
Cc1cccn2c(=O)c3cc(C(=O)N4CCCc5ccccc54)n(C)c3nc12
    -1.3, ·, ·, ·, 0.6, -9[20 µM], 1.2, 6, ·
O=C(CCCN1C(=O)/C(=C/c2cccs2)SC1=S)NNC(=O)c1ccccc1O
    1.3, 11, -10, -5, 0.8, -16, 1.2, -5, -94
O=C(NCN1C(=O)C2C3C=CC(C3)C2C1=O)Nc1ccccn1 (stereo not drawn)
    0.7, 28, -2, -7, 1.1, -17[20 µM], -0.92, -1, 16
[O-][n+]1c2ccc3nonc3c2nn1-c1ccccc1Cl
    -0.8, 17, 1, -2, -0.1, -17, -0.028, 2, -42
CCN(CC)S(=O)(=O)c1ccc(C(=O)OCC(=O)c2ccc3c(c2)NC(=O)CO3)cc1
    1.5, 22, 5, -82, 0.8, -20[20 µM], ·, -3, -14
Cn1c(=O)c2c(nc(SCc3cccnc3)n2Cc2ccccc2)n(C)c1=O
    -0.2, -1, 5, -14, -1.1, -17, ·, 23, -99
O=C(Oc1ccc(Cl)c2cccnc12)C12CC3CC(CC(C3)C1)C2
    3.7, -2, -9, 13, 0.4, -11, 0.14, 0, 56*
O=C(CCNC(=O)c1ccc(Br)o1)NC1CCCC1
    0.7, 35, -4, -26, 0.6, -11[20 µM], -0.12, -3, -12
CC(C)OC(=O)CSc1nc(Cc2ccccc2)nc2ccccc12
    -1.1, 35, -4, 0, -0.3, -33, -1.2, -2, 24
CC1CCCCC1NC(=O)COc1ccc(-n2cnnn2)cc1 (stereo not drawn)
    -0.7, -1, -11, -10, 0.7, -20[20 µM], -0.68, -1, 14
CN(C)CC(O)COc1cc2ccccc2cc1C(=O)N1CCCCC1 (stereo not drawn)
    0.4, 10, 4, -21, 0.2, -17, ·, -1, -5
COC(=O)Cn1nc(-c2ccccc2)c2ccccc2c1=O
    1.2, -5, 1, -4, 0.1, -27, -0.26, -2, 2
